Bioassay records (PubChem)
TROY signal inh: blocks TROY-dependent signaling in reporter cells | hit rate 0.98% among 360,000 | AID 1347056 | inhibition, % at 10 µM | Q293 LMP1-TROYcd NF-kB luciferase reporter, 4 h;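 active = compounds whose plate-normalised and pattern-corrected inhibition of the luciferase reporter signal at the single screening dose is 50% or more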
LRH-1 inv ag: inverse agonists of human LRH-1 (NR5A2); O00482; HEK293T StAR-luciferase reporter, LRH-1 transfected, 24 h; hit rate 0.13% among 360,000; AID 602396; inhibition, % at 3.6 µM;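 active = inhibition above the mean inhibition of all tested compounds plus 3 SD, cut at about 73% in these data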;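 also: 0% = DMSO wells and 100% = reporter-only cells lacking LRH-1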
C8 TRAIL sens: sensitizes caspase-8 expressing cells to TRAIL. NB7+C8 cells + TRAIL, ATPlite viability luminescence. inhibition (viability loss, TRAIL sensitization), % at 10 µM. hit rate 1% among 360,000. AID 624354;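 active = compounds causing at least 50% loss of cell viability in the single-dose screen, relative to plate controls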
CF NFkB block: cystic fibrosis NF-kB activation inhibition; KKLEB NF-kB-GFP reporter, PAF-induced, GFP fluorescence overnight; inhibition, % at 5 µM; hit rate 0.86% among 360,000;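 active = at least 50% inhibition at 5 µM, scaled per plate between neutral and stimulator controls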;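 also: PAF is a Pseudomonas aeruginosa culture filtrate used as stimulus; plate controls were PAF-stimulated DMSO wells for no effect and unstimulated DMSO wells for full effect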
EBV LMP1 NFkB: inhibitors of Epstein-Barr LMP1-induced NF-kappaB reporter; LMP1-induced NF-kappaB luciferase reporter cells, luminescence; inhibition, % at 12.5 µM; hit rate 0.69% among 350,000; AID 504558; in the data active = inhibition above about 41%;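 also: 0% = neutral control wells and 100% = reference inhibitor control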
SRC2 inh: human SRC2 (NCOA2) inhibition; Q15596; HEK293 GAL4-SRC2 luciferase reporter, luminescence; inhibition, % at 9 µM; hit rate 0.17% among 370,000; AID 651957;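 active = inhibition above the mean inhibition of all tested compounds plus 3 SD, set per campaign, cut at about 52% in these data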;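 also: 0% = DMSO treated cells and 100% = cells given Gossypol at 36 µM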
TWEAK Fn14 block: blocks TWEAK-Fn14 interaction in a reporter cell assay. TWEAK-stimulated Fn14 reporter cells, luciferase luminescence, 8 h. hit rate 2% among 360,000. inhibition, % at 10 µM; in the data active = inhibition above about 50%
SRC1 inh: human NCOA1 inhibition. HEK293 GAL4-SRC1 luciferase reporter, luminescence. hit rate 0.12% among 360,000. AID 588354. inhibition, % at 3.6 µM. Q15788;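 active = inhibition above the campaign mean plus 3 SD, with each screening campaign given its own cutoff, cut at about 60% in these data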;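 also: 0% = DMSO treated cells and 100% = gossypol at 36 µM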
COUP-TFII inh: blocks human COUP-TFII nuclear receptor; HEK293T NGFI-A luciferase reporter, luminescence; hit rate 0.7% among 370,000; P24468; inhibition, % at 8.6 µM;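 active = inhibition above a per-plate cutoff, mean inhibition of test wells between control levels plus 3 SD, cut at about 38% in these data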;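 also: cells cotransfected with COUP-TFII expression vector driving the NGFI-A reporter; 0% = median of COUP-TF2 test wells and 100% = reporter-only cells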
NCOA3 inh: human NCOA3 inhibition. Q9Y6Q9. HEK293 GAL4-SRC3 luciferase reporter, luminescence. inhibition, % at 3.6 µM. hit rate 0.17% among 360,000. AID 588352;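 active = inhibition above a per-campaign cutoff, the mean of all compounds plus 3 SD, cut at about 60% in these data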;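 also: 0% = DMSO-treated cells and 100% = gossypol-treated cells at 36 µM; higher means less SRC3-driven luciferase light from the GAL4 reporter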
KKLEB cytotox: CF airway cell cytotoxicity counter-screen | KKLEB CF airway cells viability, ATPlite luminescence, overnight; stronger effect = lower value; cells stimulated with P. aeruginosa culture filtrate | activity change (cytotoxicity), % at 5 µM | hit rate 0.36% among 360,000 | AID 602141;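 active = corrected activity change at or below -50% at 5 µM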
Numbers without * were called inactive; · = no result given. Not a hit list; any-hit rate near 4.2%.

SMILES | TROY signal inh | LRH-1 inv ag | C8 TRAIL sens | CF NFkB block | EBV LMP1 NFkB | SRC2 inh | TWEAK Fn14 block | SRC1 inh | COUP-TFII inh | NCOA3 inh | KKLEB cytotox
O=C1CC(SC(=Nc2ccccc2)Nc2ccccc2)C(=O)N1c1cccc(Cl)c1 (configuration not stated) | 8 | 5 | -7 | 11 | 8 | 12 | 24 | -9 | 12 | 10 | -5
Cc1ccc(NC(=S)c2ccccc2)cc1 | -75 | -109 | 19 | -4 | -15 | -34 | 8 | -109 | -48 | -72 | 2
COc1ccc(-c2nc(CS(=O)CC(=O)NCc3ccc4c(c3)OCO4)c(C)o2)cc1 (configuration not stated) | 6 | 41 | 9 | -35 | -1 | -13 | -5 | -5 | 3 | -13 | 20
C[C@@H]1CN([C@H](C)CO)C(=O)CCCn2nncc2CO[C@H]1CN(C)Cc1cccc(O)c1 | -5 | -16 | 1 | 8 | -10 | -16 | -5 | 8 | 5 | 0 | 10
CCc1ccc(-c2cc(C)no2)cc1S(=O)(=O)N1CCN(c2ccccn2)CC1 | 50* | -8 | -28 | -4 | -1 | 16 | -5 | -8 | -11 | 6 | -14
CN(CCc1ccccn1)C1CC(=O)N(c2ccc(Cl)cc2)C1=O (configuration not stated) | -20 | -8 | -10 | 5 | 5 | 20 | 15 | 7 | -39 | -13 | 4
CC(=O)Nc1cccc(-c2ccnc3c2CC(C)(C(=O)NCc2ccc(F)c(F)c2)O3)c1 (configuration not stated) | 19 | 28 | 7 | 32 | · | -4 | 11 | -3 | -6 | 6 | -8
Cc1cc(C)nc(SCc2ccc(C(=O)N/N=C3\CC(C)CC(C)(C)C3)cc2)n1 (configuration not stated) | 15 | 11 | 23 | -6 | 9 | 11 | -28 | 6 | -15 | -7 | 6
CCOc1ccccc1CN1C(=O)NC2(CCCCCC2)C1=O | 0 | 16 | 2 | 15 | 2 | -8 | 7 | 7 | -4 | 7 | 3
Cc1cc(N=O)c(C)cc1O | 7 | 36 | -2 | 8 | · | 5 | 34 | -5 | -10 | -2 | 22
CC(C)(C)c1ccc(OCCC(=O)OCC(=O)NC(=O)NC2CCCC2)cc1 | 3 | -11 | -4 | 4 | 11 | 18 | 18 | 5 | -4 | 3 | -18
Oc1ccc(/C=N/n2c(COc3ccccc3)n[nH]c2=S)cc1O | -43 | -15 | 17 | -6 | -26 | 11 | -26 | -12 | 24 | -17 | 3
CCCC(=O)Nc1nnc(/C=C/c2ccc(OC)cc2)s1 | -17 | -20 | -3 | 16 | -4 | 17 | 8 | -20 | 3 | 5 | -3
CC(O)CCc1ccc(O)cc1 (configuration not stated) | 15 | 5 | -6 | 0 | -5 | 4 | 11 | -11 | -14 | 8 | 6
CCOC(=O)N1CCC(NC(=O)c2cnn3cccnc23)CC1 | 16 | 4 | -1 | 13 | -7 | -9 | 4 | -16 | 12 | 15 | 5
O=C(CSc1nnc(Cc2ccccc2)o1)N1CCCC1 | 13 | -1 | 9 | 1 | -6 | -25 | -1 | 18 | -8 | 12 | -1
CC(C(=O)O)n1c2ccccc2c2cnn(C)c(=O)c21 (configuration not stated) | 5 | -9 | -1 | -2 | -3 | -24 | 22 | -4 | 14 | -16 | 4
COc1ccc(-c2csc(Nc3ccc(Oc4ccccc4)cc3)n2)cc1 | 7 | 34 | -9 | -20 | · | 29 | 25 | 4 | 32 | 8 | -6
CC(C)CC(NC(N)=O)C(=O)Nc1cccc([N+](=O)[O-])c1 (configuration not stated) | -3 | -1 | 5 | 4 | -11 | 21 | 12 | -32 | 10 | -2 | 1
COc1ccc(/C=N/N(C)c2cc(=O)n(C)c(=O)[nH]2)cc1OC | -11 | -7 | 6 | 12 | -8 | -23 | 0 | -12 | -18 | -24 | -2
COc1ccc(CCNC(=O)C(=O)NCC2CCCN2S(=O)(=O)c2ccccc2)cc1OC (configuration not stated) | 23 | 31 | 32 | -7 | 7 | 16 | 24 | 27 | 8 | 9 | 8
CCCCN(C(=O)c1cccc(-n2cnnn2)c1)c1c(N)n(CC(C)C)c(=O)[nH]c1=O | 4 | -2 | -8 | -2 | -4 | 7 | 5 | -4 | 6 | 11 | 11
CC(=O)N1CCN(Cc2nc3cc(NC(=O)c4cccc(Br)c4)ccc3n2C)CC1 | -8 | -8 | 1 | -11 | 13 | -14 | -6 | -3 | 13 | 8 | 11
CC(C)CC(NC(=O)C1CCC(C)CC1)C(=O)Nc1ccc2c(c1)OCCO2 (configuration not stated) | 31 | -5 | -1 | -17 | 3 | -5 | 68* | -18 | -3 | -9 | 11
COc1cccc(NC(=O)Nc2cccs2)c1 | -3 | -44 | -9 | 0 | -2 | -20 | -39 | -38 | -38 | -25 | -1
CN(C(=O)CC1C(=O)NCCN1CC1CCCCC1)C1CCOCC1 (configuration not stated) | -2 | -7 | -4 | 18 | -5 | -14 | 5 | -2 | 4 | 16 | -5
CCC(=O)NC(=S)Nc1ccc(NC(=O)c2ccc([N+](=O)[O-])cc2Cl)cc1 | 9 | 11 | -4 | -7 | -2 | -7 | -9 | 9 | -1 | 13 | 2
COc1ccc(CCCc2nnc(SCC(=O)Nc3cccc(C)c3)o2)cc1 | -2 | -2 | -5 | -6 | 0 | 3 | 27 | 4 | -8 | -4 | -4
Cc1cc(C)nc(SCc2cc(=O)c(OC(=O)c3cc([N+](=O)[O-])ccc3Cl)co2)n1 | 0 | -8 | -2 | 5 | 7 | -22 | 4 | 1 | 15 | 5 | 22
O=C(CC1C(=O)NCCN1C/C=C/c1ccccc1)NCCc1cccnc1 (configuration not stated) | -8 | 9 | 0 | -10 | 1 | 9 | -1 | -9 | 18 | 7 | 1
O=C(c1ccc2c(c1)OCO2)C1CCCN(C(=O)NCc2ccccc2)C1 (configuration not stated) | -10 | -7 | 3 | -10 | -25 | -21 | -8 | -19 | 1 | 2 | 8
C=CCNC(=O)COC(=O)c1c2c(nc3ccccc13)CCC2 | 19 | 5 | 14 | 0 | 2 | -20 | 39 | -5 | -11 | 18 | -6
CCO[C@H]1OC(C(=O)N2CCOCC2)=C[C@@H](c2ccccc2)[C@@H]1CCCO | -5 | -5 | -6 | 24 | 25 | -18 | 4 | -11 | 2 | 2 | -13
COc1cc(O)c(C=Nc2ccccc2NS(=O)(=O)c2ccc(C)cc2)c(OC)c1 | 0 | 2 | -20 | -11 | -5 | -4 | -5 | 2 | 11 | 5 | 19
Cc1[nH]n(-c2ccccc2)c(=O)c1N=Nc1ccccc1O | -28 | 19 | 57* | 17 | 37 | 10 | -2 | -4 | 25 | 25 | -4
COC(=O)c1cccc(NC(=O)Cn2nnc3ccccc32)c1 | -15 | -7 | 1 | -4 | -5 | -4 | -9 | 2 | -33 | -13 | -5
CC(C)N1C(=S)SC(C)(C)C1NO (configuration not stated) | 3 | 3 | -3 | 4 | 7 | -27 | 4 | 7 | 6 | -3 | 5
CCOC(=O)c1c(-c2ccc(C)cc2C)csc1NC(=O)CSc1nnnn1C | 21 | 8 | 22 | -8 | 3 | -4 | 10 | -44 | 11 | -138 | -19
CC(C)(C)OC(=O)C[C@@H]1C/C=C\C[C@@H](CC(=O)N[C@H](CO)Cc2ccccc2)C(=O)NC[C@H](c2ccccc2)OC1=O | 3 | -24 | 0 | -27 | 1 | -4 | 8 | 1 | 2 | -21 | -5
Cc1cc(=O)n2nc(N3CCC(C(=O)NCc4ccc(Cl)cc4)CC3)sc2n1 | -19 | 3 | -7 | 19 | -6 | -2 | 11 | 20 | -1 | 2 | -26
COc1ccccc1N1CC(C(=O)NCC2COc3ccccc3O2)CC1=O (configuration not stated) | 5 | -26 | -6 | 7 | -6 | 15 | 1 | -12 | -4 | 20 | 0
COc1cc(SC)ccc1C(=O)OCC(=O)NCCC1=CCCCC1 | -30 | 3 | -2 | 2 | -1 | -20 | -9 | 0 | 8 | 5 | -2
COc1ccc(CNC(=O)N2CCN(c3ccc(F)cc3)CC2)cc1 | -6 | 1 | -4 | 17 | -2 | 3 | 3 | -9 | 18 | 6 | -10
COc1cccc(CNCCO)c1OCc1ccccc1Cl | -11 | 5 | -1 | -6 | 4 | 24 | -2 | 17 | -1 | 17 | 3
CCOc1ccccc1NC(=O)c1cccc(NC(=O)CC(c2ccccc2)c2ccccc2)c1 | -2 | -9 | 2 | -16 | 2 | 27 | 29 | 16 | 19 | 22 | 9
Cc1c(C(=O)Oc2cccc3cccnc23)oc2ccccc12 | -4 | 14 | 0 | -6 | 1 | 5 | 27 | 1 | -4 | 5 | -3
O=[N+]([O-])c1cc(C(F)(F)F)ccc1NN=C1CCCC1 | -9 | 3 | 12 | 8 | 0 | 10 | -39 | 12 | -14 | 17 | 11
COc1ccc(C)cc1-n1c(SCC(=O)N2CCOCC2)nc2ccccc2c1=O | 9 | -1 | 0 | -10 | -2 | 5 | 14 | 14 | 2 | -2 | -5
O=C(Nc1cccnc1)c1ccc(COc2ccccc2Br)o1 | 14 | -8 | 3 | 27 | -40 | -18 | 21 | 2 | -1 | -32 | -17
COc1ccccc1OCC(=O)N/N=C/C=C/c1ccc([N+](=O)[O-])o1 | 12 | 35 | 24 | -4 | -72 | -1 | -3 | -24 | 23 | 1 | 0
Cc1oc2cc(OC(=O)c3ccco3)ccc2c(=O)c1-c1nc2ccccc2n1C | 2 | 10 | 6 | -2 | 1 | 0 | 1 | 0 | 6 | 0 | 6
NC(=O)CC(NC(=O)Cc1ccc(Cl)cc1)c1ccc(NCCOc2ccccc2)c([N+](=O)[O-])c1 (configuration not stated) | -11 | -3 | 4 | -11 | 2 | -25 | 11 | -3 | 27 | 13 | -6
CCCS(=O)(=O)NC(=O)C1(C)CCCN(C(=O)c2ccnc(Cl)c2)C1 (configuration not stated) | 9 | 14 | 3 | 14 | · | 3 | 14 | -2 | -4 | -4 | 0
C=CCn1c(SCc2nc3scc(-c4ccccc4)c3c(=O)[nH]2)nnc1-c1ccccc1F | 32 | 6 | 9 | -2 | 5 | 11 | 17 | 6 | 21 | 19 | 17
CC(Oc1ccc(S(=O)(=O)N2CCCC2)cc1[N+](=O)[O-])C(=O)N(C)c1ccccc1 (configuration not stated) | -2 | 4 | -9 | 15 | -3 | -8 | -13 | -11 | 10 | 6 | -6
CCOc1ccc(NC(=O)CN(C)C(=O)c2ccc(-c3ccc(C(C)=O)cc3)o2)cc1OCC | -27 | -25 | 12 | -11 | -7 | -50 | -34 | -27 | -24 | -27 | -12
Cc1cccc(N=C2NC(=O)/C(=C/c3cccs3)S2)c1 | -34 | -8 | -4 | 35 | -3 | -10 | -15 | -19 | -22 | 1 | -22
COc1cc2c(cc1OC)CN(C(C)C(=O)Nc1ccc(NC(C)=O)cc1)CC2 (configuration not stated) | -10 | 7 | -12 | -12 | 3 | 7 | -8 | -4 | -3 | 14 | -4
